BoNT A protease = BoNT A light chain protease inhibition. inhibition, % at 10 µM. multiplex microsphere protease substrate cleavage, flow cytometry. 360,000 tested, 0.17% active; in the data active = inhibition above about 30%; inconclusive = no clear call, values can overlap the other calls; note: plate controls were buffer without enzyme for full effect and enzyme alone for no effect
CCHF vOTU inh = blocks the CCHF virus ovarian tumor domain protease; CCHFV vOTU protease, Pep-AMC fluorescence; inhibition, % at 11.5 µM; 370,000 tested, 0.55% active; AID 651958; note: 0% = vehicle wells with enzyme and 100% = no enzyme wells
PrPC TRFRET = inhibitors of human cell surface prion protein PrPC; P04156; TR-FRET read-out; inhibition, % at 13.8 µM; 370,000 tested, 0.43% active; AID 720596; in the data active = inhibition above about 24%; note: 0% = median of the test wells and 100% = reference compound wells
GDH-TPI inh = GDH-TPI coupled enzyme inhibition counter-screen | GDH-TPI coupled enzyme counterscreen, NADH absorbance | inhibition, % at 4.8 µM | 360,000 tested, 1.2% active;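 note: 0% = DMSO wells and 100% = wells lacking the enzyme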
Mtb FBA inh = inhibits M. tuberculosis FBA enzyme; purified M. tuberculosis FBA, fluorescence read-out; inhibition, % at 1 µM; 360,000 tested, 2.3% active; AID 588726; in the data active = inhibition above about 27%;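 note: 0% = vehicle and 100% = reference inhibitor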
Target sequence (P9WQA3 whole entry, looked up): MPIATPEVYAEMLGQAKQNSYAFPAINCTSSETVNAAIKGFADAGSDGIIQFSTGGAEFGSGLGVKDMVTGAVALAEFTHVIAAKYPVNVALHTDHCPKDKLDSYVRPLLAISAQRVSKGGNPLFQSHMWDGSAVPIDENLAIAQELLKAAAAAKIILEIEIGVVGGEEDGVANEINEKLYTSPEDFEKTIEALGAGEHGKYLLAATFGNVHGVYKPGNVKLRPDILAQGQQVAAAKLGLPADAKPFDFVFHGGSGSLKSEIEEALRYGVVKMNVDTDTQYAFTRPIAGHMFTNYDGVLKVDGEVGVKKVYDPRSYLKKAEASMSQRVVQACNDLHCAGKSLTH
Mtb BioA inh = BioA (M. tuberculosis) enzyme inhibition; purified M. tuberculosis BioA enzyme, plate reader; inhibition, % at 9.99 µM; 360,000 tested, 0.096% active; AID 602481; in the data active = inhibition above about 40%; inconclusive = no clear call, values can overlap the other calls
FadD28 FP inh = M. tuberculosis FadD28 bisubstrate binding inhibition; FadD28 bisubstrate probe binding, fluorescence polarization; inhibition, % at 12.5 µM; 360,000 tested, 0.22% active; AID 588549; in the data active = inhibition above about 8.5%, passing the limit was not always enough; inconclusive = no clear call, values can overlap the other calls
UGM FP inh = inhibitors of M. tuberculosis UDP-galactopyranose mutase | 320,000 tested, 0.06% active | inhibition, % at 10 µM | P9WIQ1 | purified UGM, fluorescence polarization probe displacement; in the data active = inhibition above about 10%, passing the limit was not always enough; inconclusive = no clear call, values can overlap the other calls
Target sequence (P9WIQ1 whole entry, looked up): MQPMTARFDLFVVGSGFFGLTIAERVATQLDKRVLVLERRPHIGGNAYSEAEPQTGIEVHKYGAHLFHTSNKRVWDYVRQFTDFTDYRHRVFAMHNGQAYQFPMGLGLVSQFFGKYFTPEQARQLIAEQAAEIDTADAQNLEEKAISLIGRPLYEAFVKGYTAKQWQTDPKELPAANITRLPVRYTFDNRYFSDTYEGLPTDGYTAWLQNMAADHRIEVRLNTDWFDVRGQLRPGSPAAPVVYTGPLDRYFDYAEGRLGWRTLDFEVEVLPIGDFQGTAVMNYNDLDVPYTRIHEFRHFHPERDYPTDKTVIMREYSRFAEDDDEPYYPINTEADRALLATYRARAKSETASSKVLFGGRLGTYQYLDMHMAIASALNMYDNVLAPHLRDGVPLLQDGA
BoNT-F LC inh = BoNT F light chain protease inhibition. Multiplex microsphere protease cleavage assay, flow cytometry. inhibition, % at 10 µM. 360,000 tested, 0.22% active; in the data active = inhibition above about 35%, passing the limit was not always enough; inconclusive = no clear call, values can overlap the other calls; note: plate controls were buffer without enzyme for full effect and enzyme alone for no effect
An asterisk follows results filed as active; ? = inconclusive; . = no result given; & = joins results of further samples. Cut-off read from the data, not from the text of the source, unless noted: active = inhibition above about 30%; inactive = the rest.

1	NC(Cc1ccc(F)cc1)c1csc(NC(=O)NC(c2ccccc2)c2ccccc2)n1 (configuration not stated)
2	COc1ccc(CN(C)C(=O)COC(=O)c2cnc(Cl)c(Cl)c2)cc1
3	O=C1Cc2ccccc2Sc2cc(OCCCN3CCCCC3)ccc21
4	CC(C)(C)N=C1NN=C(c2ccc(S(=O)(=O)N3CCCCC3)cc2)CS1
5	C[n+]1c2n(c3ccccc31)N=C(c1cc(C(C)(C)C)c(O)c(C(C)(C)C)c1)CS2
6	CCn1c(=O)c([N+](=O)[O-])c(NCCc2ccc(OC)c(OC)c2)c2ccccc21
7	Cc1ccc(C(=O)OC(C)C(=O)NCc2ccc3c(c2)OCO3)cc1S(=O)(=O)N1CCOCC1 (configuration not stated)
8	O=C(c1ccsc1)N1CCCC(N2CCN(c3ccccc3F)CC2)C1 (configuration not stated)
9	COc1ccc(S(=O)(=O)NC(C)C(=O)Nc2cccc(C(C)=O)c2)cc1 (configuration not stated)
10	O=C(Nc1ccc(Cl)cc1)C1c2cccc[n+]2CC(=O)N1Cc1ccc2c(c1)OCO2 (configuration not stated)
Compound	1	2	3	4	5	6	7	8	9	10
BoNT A protease	-0.6	.	0.8	-6.2	-1.4	-0.2	-4.2	2.5	0.6	2.2
CCHF vOTU inh	6	4	-7	-18	13	12	23	7	19	24
PrPC TRFRET	-10	-3	-5	4	20	-8	0	5	-1	6
GDH-TPI inh	-10	-3	12	2	7	27	1	-6	-10	8
Mtb FBA inh	1	0	1	21	0	-5	-2	0	8	6
Mtb BioA inh	-2.9	0.2	.	.	.	.	0.0	1.1	-1.4	-2.1
FadD28 FP inh	1.7	-1.9	-1.9	0.8	-8.5	-1.7	-3.8	-4.2	-1.9	-2.1
UGM FP inh	.	0.7	-0.8	-1.7	2.0	2.8	-0.3	3.4	2.6	0.0
BoNT-F LC inh	-24	.	-4	-10	-10	-1	-6	0	1	-6

11	CCOc1ccc(-c2ccc(SCC(=O)N3CCOCC3)nn2)cc1
12	CN(Cc1ccccc1)c1ccc(S(=O)(=O)N2CCOCC2)cn1
13	COc1ccc(-c2[nH]ncc2CN2CCC(C(=O)c3ccc(F)cc3)CC2)cc1
14	N#Cc1cccc(NC(=O)c2ccc(S(=O)(=O)N3CCOCC3)cc2)c1
15	COc1ccc(-c2noc(CNC(=O)c3ccc4c(c3)OCO4)n2)cc1
16	COc1ccc(C(C)=O)c2c1OCCO2
17	O=C(COc1ccc(Br)cc1)Nc1ccc(NC(=O)c2ccccc2)cc1
18	Cc1csc(=O)n1CC(=O)OCC(=O)Nc1cc(Cl)ccc1[N+](=O)[O-]
19	C#CC(CC)(CC)NC(=O)/C=C/C(=O)O
20	O=C(O)CCCC(=O)Nc1ccccc1C(=O)O
Compound	11	12	13	14	15	16	17	18	19	20
BoNT A protease	0.7	-0.3	.	-0.5	-4.5	-1.0	-1.5	9.2	1.2	0.0
CCHF vOTU inh	-4	10	-16	26	-1	-5	12	0	-8	7
PrPC TRFRET	-5	2	6	-1	-3	4	-5	-18	0	6
GDH-TPI inh	-4	12	2	8	-1	1	3	11	2	-9
Mtb FBA inh	1	2	-3	0	2	0	3	-1	0	6
Mtb BioA inh	.	.	.	2.6	-0.3	-1.7	-1.8	32	.	1.4
FadD28 FP inh	0.0	-1.6	-0.8	.	?	0.1	-0.3	-0.5	-0.7	-2.6
UGM FP inh	-3.9	-0.4	-3.0	-2.0	-1.6	0.2	1.9	-0.8	-2.9	2.6
BoNT-F LC inh	0	0	.	2	-25	-31	-4	15	?	-1

21	CCc1c(C)nc(N)nc1N1N=C1SCC(N)=O
22	Cc1ccc(S(=O)(=O)CCC(=O)OCC(=O)c2cc(C)n(C)c2C)cc1
23	Cn1c(N)c(S(=O)(=O)NCc2ccc(F)cc2)c(=O)n(C)c1=O
24	Cc1cc(C)c(C(=O)COc2cccnc2[N+](=O)[O-])cc1C
25	CC(C)NC(=O)c1cc(C2CCCCN2C(=O)c2ccc(Cl)cc2)on1 (configuration not stated)
26	CCC1CCCCN1S(=O)(=O)c1ccc(S(=O)(=O)N2CCN(S(=O)(=O)CC)CC2)cc1 (configuration not stated)
27	Nc1ccc2nc(CCCCCCCCc3nc4ccc(N)cc4[nH]3)[nH]c2c1
28	CCc1ccccc1NC(=O)c1nnn(CC(=O)Nc2cccc(C)c2C)c1N
29	N#Cc1cnn2cc(-c3ncc(C(F)(F)F)cc3Cl)cnc12
30	O=C(Cn1ncnn1)OCc1ccccc1Cl
Compound	21	22	23	24	25	26	27	28	29	30
BoNT A protease	?	-1.7	3.6	0.4	0.0	-0.7	-0.5	0.8	0.4	0.6
CCHF vOTU inh	24	1	0	1	19	-3	7	15	-2	-1
PrPC TRFRET	26*	-2	4	5	-4	-1	-2	-4	-4	2
GDH-TPI inh	13	-2	-1	-6	12	-2	3	2	4	-13
Mtb FBA inh	-1	-2	-1	-4	0	3	6	3	12	-6
Mtb BioA inh	-1.8	-1.2	0.1	-0.5	0.6	-0.2	.	-1.1	.	-1.2
FadD28 FP inh	0.7	-3.1	-2.0	-8.2	0.0	-5.1	-3.3	-1.2	-2.1	-2.0
UGM FP inh	0.3	-2.4	2.3	0.2	.	2.7	1.0	-1.5	-0.8	1.2
BoNT-F LC inh	?	-11	5	-3	-1	-27	-38	5	7	-6

31	COc1cccc(/C=C(\C)C(=O)c2c(C)cc(C)[nH]c2=O)c1OC
32	CCCC/C=C/C(NC(=O)c1ccc(-c2ccccc2)cc1)c1ccccc1 (configuration not stated)
33	O=C(CSc1nc(O)cc(=O)[nH]1)N1c2ccccc2Sc2ccccc21
34	COc1ccc(N(CC(=O)Nc2ccccc2C(=O)N2CCOCC2)S(=O)(=O)c2ccc(F)cc2)cc1
35	Cc1ccc(SCc2cc(-c3ccc(Cl)cc3)on2)cc1
36	O=c1c(S(=O)(=O)c2ccc(Cl)cc2)cn(Cc2ccccc2F)c2ccc(F)cc12
37	N#Cc1c(NC(=S)NC(=O)c2ccccc2)sc2c1CCC2
38	O=C(/C(=N\Nc1ccc([N+](=O)[O-])cc1)Sc1nnnn1-c1ccccc1)c1ccccc1
39	O=C(COC(=O)c1ccccc1Nc1ccc(SC(F)F)cc1)NCc1ccco1
40	O=C(COC(=O)Cc1ccc(S(=O)(=O)N2CCOCC2)s1)Nc1ccc([N+](=O)[O-])cc1
Compound	31	32	33	34	35	36	37	38	39	40
BoNT A protease	-2.9	-0.4	-1.0	-0.1	-0.3	-0.8	0.4	-0.8	-0.9	-0.1
CCHF vOTU inh	-9	3	-6	-1	3	4	2	-3	4	8
PrPC TRFRET	4	-1	0	-5	-2	-1	-2	-6	-10	1
GDH-TPI inh	0	-5	-4	-4	-2	11	20	14	13	8
Mtb FBA inh	1	-2	3	6	6	-1	-4	-5	6	2
Mtb BioA inh	1.3	2.1	1.1	.	-3.1	.	0.7	.	-0.7	-1.7
FadD28 FP inh	-0.2	-4.4	-4.6	0.5	-0.7	0.4	-0.3	0.1	0.0	-2.7
UGM FP inh	0.5	-3.4	0.3	-1.0	3.8	-1.0	0.9	-2.5	-0.6	1.4
BoNT-F LC inh	-10	1	-4	-3	-4	-4	-3	-4	-15	-2

Single records, as listed above.
Shown for O=C(CSc1nc(O)cc(=O)[nH]1)N1c2ccccc2Sc2ccccc21 : BoNT A protease = -1.0; CCHF vOTU inh = -6; PrPC TRFRET = 0; GDH-TPI inh = -4; Mtb FBA inh = 3; Mtb BioA inh = 1.1; FadD28 FP inh = -4.6; UGM FP inh = 0.3; BoNT-F LC inh = -4
Shown for O=C(COC(=O)Cc1ccc(S(=O)(=O)N2CCOCC2)s1)Nc1ccc([N+](=O)[O-])cc1 : BoNT A protease = -0.1; CCHF vOTU inh = 8; PrPC TRFRET = 1; GDH-TPI inh = 8; Mtb FBA inh = 2; Mtb BioA inh = -1.7; FadD28 FP inh = -2.7; UGM FP inh = 1.4; BoNT-F LC inh = -2

Additional results.
41	O=c1c2ccccc2nc(SCc2cccc(F)c2)n1C1CCCC1
42	Cc1cc2ccccn2c1C(=O)c1ccc(NN)c([N+](=O)[O-])c1
43	Clc1ccccc1CSc1nnc(-c2ccco2)c(-c2ccco2)n1
44	CCOc1ccc(NC(=O)CN(C2CCCCC2)S(C)(=O)=O)cc1
45	COc1cc(OC)cc(C(=O)NCC(=O)Nc2ccc(-c3ccccc3)cc2)c1
46	COc1ccc(Cc2c(O)nc(SCC(=O)NC34CC5CC(CC(C5)C3)C4)[nH]c2=O)cc1
47	COc1ccc(C(=O)N/C(=C\c2cccs2)c2nc3ccccc3[nH]2)cc1OC
48	Cc1cccc(C)c1NC(=O)CNC(=O)CCCN1C(=O)c2cccc3cccc(c23)C1=O
49	Cc1ccc(NC(=O)COc2cccc3c2OC(C)(C)C3)c(O)c1
50	CC(C)C1OC2(C)OC(=N)C1(C#N)C(C#N)(C#N)C2c1ccccc1 (configuration not stated)
Compound	41	42	43	44	45	46	47	48	49	50
BoNT A protease	-1.1	-1.0	18	?	-1.1	0.1&-0.6	1.1	-0.3	2.9	-1.9
CCHF vOTU inh	-5	15	2	-7	3	-11&5	20	4	12	-122
PrPC TRFRET	-1	-2	-4	0	9	5&-3	-10	-22	-4	-3
GDH-TPI inh	1	4	14	9	4	-9&-6	49*	19	11	6
Mtb FBA inh	0	2	-2	-4	0	6&0	4	21	-2	50*
Mtb BioA inh	0.5	0.4	-0.3	-2.6	2.8	0.3	.	-0.7	0.2	-6.6
FadD28 FP inh	-4.5	0.5	-2.4	-2.0	1.8	-4.4&0.2	-0.7	-1.4	-2.8	2.1
UGM FP inh	-4.4	2.9	1.4	-1.9	0.3	1.1&-2.6	0.5	0.1	3.9	2.7
BoNT-F LC inh	-9	-20	14	0	1	-6&-11	0	0	8	-18

51	CN1c2ccccc2SC2C(c3ccccc3)=NOC21 (configuration not stated)
52	Cc1cc(NC(=O)c2cccc(S(=O)(=O)N3c4ccccc4CC3C)c2)no1 (configuration not stated)
53	O=C(NCCc1ccccc1)C(=O)NCC1OCCCN1S(=O)(=O)c1cc(F)ccc1F (configuration not stated)
54	O=C(CN(CC1CCCO1)C(=O)Cn1nnc(-c2ccc(F)cc2)n1)NC1CCCCC1 (configuration not stated)
55	COc1ccc(NC(=O)C(NC(=O)CNC(C)=O)c2ccc(C)cc2)cc1 (configuration not stated)
56	CN(C)S(=O)(=O)c1ccc(S(=O)(=O)Nc2ccc3c(c2)oc2ccccc23)cc1
Compound	51	52	53	54	55	56
BoNT A protease	-1.3	-0.3	0.2	-1.0	-0.1	0.2
CCHF vOTU inh	-6	-2	5	-7	-13	9
PrPC TRFRET	8	-2	-1	3	-5	4
GDH-TPI inh	.	4	5	-4	3	9
Mtb FBA inh	-1	0	1	-2	-2	-1
Mtb BioA inh	29	1.5	-2.1	0.0	1.9	0.3
FadD28 FP inh	-0.7	-2.2	-2.4	-4.8	-1.2	-0.4
UGM FP inh	.	0.0	-1.4	-0.1	0.5	-0.1
BoNT-F LC inh	-7	-5	16	-9	6	9

Bioassay records deposited in PubChem by several laboratories.
